# Source: PubChem BioAssay
# HUVEC tox TNFa: toxic to HUVEC cells under TNF alpha stimulation; HUVEC TNFalpha-stimulated, Hoechst cell count, imaging; cell count reduction, % at 2 µM; actives 0.17% (n = 93,000); AID 848;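 active means cell count reduction exceeding the screen mean by over 5 SD, scaled to untreated wells per plate, cut at about 78% in these data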;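 further: cells counted after 24 h of TNF alpha exposure following the 1 h pretreatment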
# VCAM1 TNFa inh: reduces TNF alpha induced VCAM1 expression in HUVEC | inhibition, % at 2 µM | AID 802 | HUVEC TNFa-induced VCAM-1 immunofluorescence, high-content imaging | actives 0.48% (n = 95,000);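 active means inhibition above the batch mean plus 3 SD, with images confirmed as a hit by eye, cut at about 37% in these data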;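 further: 0% = TNF-stimulated DMSO wells and 100% = unstimulated control wells; not every result past the cut was called active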
# PLK1 PBD inh: inhibitors of human Plk1 polo box domain binding; P53350; Plk1 PBD phosphopeptide binding, fluorescence polarization; inhibition, %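 (tested at about 20 µM)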; actives 0.13% (n = 97,000); in the data active means inhibition above about 34%, passing the limit was not always enough
# PLK1 kinase inh: inhibitors of human PLK1 kinase; recombinant PLK1 kinase, TR-FRET peptide phosphorylation; inhibition, % at 10 µM; P53350; actives 0.53% (n = 97,000);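 active means inhibition of 50% or more in the single-concentration screen; inactive means inhibition below 50%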;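 further: 0% = DMSO max control and 100% = H-89 dihydrochloride min control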
# sEH inhibitor: blocks human soluble epoxide hydrolase activity. recombinant human sEH enzymatic activity assay. inhibition, % at 2 µM. actives 0.34% (n = 91,000); in the data active means inhibition above about 80%; further: values of inactives mirror those of a sister screen read the other way; many of its hits are not listed in these tables
# F-actin modifier: cytoskeleton assembly modification; inhibition, % at 2 µM; HUVEC TNFa F-actin phalloidin imaging, high content; actives 0.18% (n = 91,000);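 active means inhibition above the batch mean plus 3 SD and confirmed as a hit by visual image inspection, cut at about 30% in these data, passing the limit was not always enough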; further: strong numbers were not always called active
# DAT uptake mod: modulates human dopamine transporter uptake under cocaine. B-score at 10 µM. Q01959. actives 1.3% (n = 110,000). LLC-PK1 hDAT cells, [14C]-dopamine uptake with cocaine IC80; actives deviate in either direction. AID 449768;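 active means Z score or B-score, a plate-position-corrected score, falls beyond the plate's 99.7% confidence bounds, in either direction; inactive means both scores lie inside the 99.7% bounds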;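 further: scored against the spread of the other compound wells on the same plate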
# Target sequence (Q01959 whole entry, looked up): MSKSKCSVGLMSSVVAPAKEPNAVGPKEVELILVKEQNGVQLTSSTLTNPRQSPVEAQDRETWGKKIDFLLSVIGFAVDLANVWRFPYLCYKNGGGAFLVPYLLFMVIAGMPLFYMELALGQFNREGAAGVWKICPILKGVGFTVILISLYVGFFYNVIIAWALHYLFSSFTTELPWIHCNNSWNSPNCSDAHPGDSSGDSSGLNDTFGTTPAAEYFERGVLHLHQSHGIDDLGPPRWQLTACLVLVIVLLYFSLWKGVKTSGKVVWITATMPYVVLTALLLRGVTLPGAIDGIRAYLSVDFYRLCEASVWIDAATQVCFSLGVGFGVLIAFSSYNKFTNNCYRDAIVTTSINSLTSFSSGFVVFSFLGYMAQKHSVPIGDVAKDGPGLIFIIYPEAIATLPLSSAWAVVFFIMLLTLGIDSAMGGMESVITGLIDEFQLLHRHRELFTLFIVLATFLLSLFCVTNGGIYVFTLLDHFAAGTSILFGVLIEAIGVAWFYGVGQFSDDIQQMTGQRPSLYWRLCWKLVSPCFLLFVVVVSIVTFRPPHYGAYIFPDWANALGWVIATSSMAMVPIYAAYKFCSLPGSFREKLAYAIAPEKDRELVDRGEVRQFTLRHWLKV
# IL1B cytotox: toxic to HUVEC cells under IL-1B stimulation. HUVEC cell count loss, Hoechst imaging, IL-1B stimulated. cell count reduction, % at 2 µM. actives 0.41% (n = 94,000). AID 845;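 active means cell count reduction more than 3 SD above the screen-wide mean, cut at about 70% in these data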;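 further: normalized per plate to untreated control cells as the no-loss baseline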
# E coli WT exp: blocks growth of wild type E. coli BW25113 | OD600 absorbance | growth inhibition, % at 100 µM | actives 0.15% (n = 98,000) | AID 710;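 active means growth inhibition above about 50% at one test dose, limit read from the data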;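 further: growth measured after 20 h incubation at 37 °C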
# Starred values were filed as active, the others as inactive; / = no result given.
SMILES,HUVEC tox TNFa,VCAM1 TNFa inh,PLK1 PBD inh,PLK1 kinase inh,sEH inhibitor,F-actin modifier,DAT uptake mod,IL1B cytotox,E coli WT exp
COc1ccc(CN(C(=O)c2ccco2)C2CC(C)N(C)CC2C)cc1 (stereo unspecified),-23,4,-1,-4,/,-7,-0.19,-8,7
CCCNc1nc(C)c(C(C)=O)cc1C#N,-14,-2,-20,6,24,0,0.2,-12,-11
CCOC(=O)/C(C#N)=C\c1ccc(OCC(=O)Nc2ccc(C)cc2C)c(OC)c1,-3,0,15,-23,10,-43,0.016,-27,3
CCN(CC)c1nc(OC)nc(-n2nnc(C(C)=O)c2C)n1,-9,0,14,-13,-16,24,0.45,-16,2
CCn1c(C(c2ccccc2)c2ccccc2)n[nH]c1=S,-11,7,0,-2,5,5,0.26,-9,8
COc1ccc(N(CC(=O)N2CCCCC2)S(=O)(=O)c2ccccc2)c(OC)c1,/,-18,10,-3,5,-22,-0.45,-16,3
CCCCN(C)C/C(O)=C(\C#N)c1nc(-c2ccccc2)cs1,-33,26,-9,3,-9,-3,1.7,-19,0
Cc1ccc(-c2noc(CCCc3ccccc3)n2)cc1,-18,10,1,-7,-7,-11,1,2,7
CCCn1c(N2CCOCC2)nc2c1c(=O)[nH]c(=O)n2C,-10,1,18,-4,-2,6,-0.66,25,7
Cc1ccc(CNC(=O)CCCC(=O)O)cc1,10,7,15,-4,-9,/,-0.52,-8,-18
Cc1ccc(-c2csc3ncnc(N4CCN(C(=O)c5ccccc5)CC4)c23)cc1,-47,9,-18,-2,-2,5,2.2,-67,-12
O=C(Nc1cccnc1)C1CC(c2ccc(Cl)c(Cl)c2)=NO1 (stereo unspecified),/,/,-9,-9,-13,/,0.2,6,-1
CCCc1nc(C)c(-c2ccc(OC)c(OC)c2)c(=O)[nH]1,-13,3,-24,-13,-6,-6,-0.34,15,0
CCC(=O)Nc1cccc(NC(=O)CN2CCN(c3ccccc3OC)CC2)c1,20,8,8,-12,-14,4,-0.11,13,2
CCCCN(C)/C=N/c1c(C#N)cnn1-c1ccc(C)cc1,1,13,-12,-9,-18,8,0.66,-8,9
Cc1ccc(SCc2cc(=O)[nH]c(N3CCN(C)CC3)n2)cc1,6,-7,2,-11,-11,-9,-0.21,-6,3
CCOc1ccc(-c2nc(C#N)c(N3CCN(C)CC3)o2)cc1,-7,17,6,-5,-12,8,1.2,-24,7
O=C(Nc1nncs1)C1(c2ccccc2)CCCC1,/,/,-13,-10,5,/,-0.15,-46,1
CCOc1cc(N2CCOCC2)c(OCC)cc1NC(=O)COC(=O)[C@H](Cc1c[nH]c2ccccc12)NC(C)=O,-11,-4,25,-3,-11,/,0.25,10,3
COc1ccc(CNC(=O)COc2ccc(S(=O)(=O)NC(C)C)cc2)cc1,-29,18,-6,-8,0,-28,0.43,-7,-6
Cn1nccc1C(=O)Nc1ccc(OC(=O)c2ccnn2C)cc1,-9,10,-19,-3,-9,0,-0.18,6,-1
COc1ccc2nc(NC(=O)C3CCCN(S(=O)(=O)c4cccc5nsnc45)C3)sc2c1 (stereo unspecified),4,-1,22,-8,-2,-3,1.2,-11,-3
COc1ccc(CCNC(=O)c2c(C)cc(=O)oc2C)cc1OC,-12,6,-12,2,26,1,0.21,-17,1
c1ccc2c(c1)nc1n2CCN1CCNC1CCCCC1,-7,14,5,-8,6,0,0.015,-21,8
OC(COCC1COc2ccccc2O1)CN1CCN(c2ccccn2)CC1 (stereo unspecified),26,10,-2,-1,-3,-18,0.016,-1,-4
CCCCNC(=O)c1ccc(N2CCOCC2)c(NS(=O)(=O)c2ccc(OC)cc2)c1,-6,5,-3,-13,/,-3,1.4,-11,-15
O=S(=O)(Nc1cccc(CCc2ccccn2)c1)c1ccc2ccccc2c1,1,-14,-25,-6,8,-4,2.3,2,-17
COc1ccc(CN2CC(C(=O)NCCc3ccccc3)CC2=O)cc1 (stereo unspecified),-5,14,-35,-10,15,9,1.4,-6,-1
O=C1c2ccccc2C(=O)N1CC(O)Cn1nnc2ccccc21 (stereo unspecified),/,/,2,-3,8,/,0.66,-10,3
O=C(NCCN1CCCCCC1)c1ccc(N2CCCC2=O)cc1,-9,-3,3,-4,12,12,-0.72,-2,1
CCOC(=O)Cn1c(=O)c2c(nc(N3CCOCC3)n2C)n(C)c1=O,3,-4,-1,-16,0,3,-0.87,11,0
CCCNC(=O)C1CC(=O)N(c2ccc(OCC(=O)Nc3cccc(C)c3C)cc2)C1 (stereo unspecified),9,3,-3,-1,0,4,0.27,18,5
CCc1nnc(NS(=O)(=O)c2ccc(NC(=S)NC(=O)/C=C/c3ccc(C(C)C)cc3)cc2)s1,-31,0,12,-10,18,1,1.5,4,-5
Nc1ccccc1-c1nnn(CC(=O)N2CCCc3ccccc32)n1,-14,24,-15,-8,-7,10,2.1,5,/
CC1CC1C(=O)NCCc1ccc(Cl)cc1 (stereo unspecified),-7,0,14,-20,20,11,-0.66,11,/
Cc1ccc(-c2noc(CSc3nnc(-c4ccccc4)n3C)n2)cc1,0,11,-26,-10,-7,5,2.3,-97,7
Cc1ccc(C(=O)ON=C2CCN(S(=O)(=O)c3ccccc3)CC2)cc1,1,-1,-12,-7,8,-42,-0.72,-14,1
CCC(C(=O)NC1CCCCC1)N(CC1CCCO1)C(=O)CNS(=O)(=O)c1ccc(OC)cc1 (stereo unspecified),10,25,-11,-17,-3,6,0.36,-6,5
CN(C)S(=O)(=O)c1ccc(C(=O)Oc2cc(=O)[nH]c3ccccc23)cc1,-13,-16,8,14,-13,-9,1.1,-16,6
COc1ccc(OC)c(C(c2nnnn2CCc2ccccc2)N2CCC(C(N)=O)CC2)c1 (stereo unspecified),-27,-6,-22,10,9,10,1.3,-2,-1
CCCCNC(=O)C1c2ccccc2C(=O)N(c2ccc(OC)cc2)C1c1ccc(OC)cc1 (stereo unspecified),3,-6,30,5,-6,-2,-7.8*,10,-6
CC(C)c1nnc(NC(=O)CCCC(=O)O)s1,-13,8,17,-14,-1,7,-1.7,6,-8
c1ccc(-c2csc3nnc(SCc4ccc5c(c4)OCCO5)n23)cc1,-35,-24,-5,-12,-5,19,0.69,-33,/
Cc1cc(Cl)ccc1OCc1nc(-c2ccc(O)cc2)n[nH]1,9,15,29,-2,4,23,/,-42,31
CCOC(=O)c1ccc(N2C(=O)c3n[nH]c(C)c3C2c2ccc(OC)cc2OC)cc1 (stereo unspecified),-33,2,3,1,1,16,0.64,13,/
O=c1nc(NC2CCCC2)ccn1Cc1cccc(Br)c1,-5,0,-11,-4,8,-3,0.98,-2,3
COc1ccc(F)cc1CN1CCN(c2cc(C)nc3c4c(C)cc(C)nc4nn23)CC1,-20,3,-12,-5,/,18,2.3,/,2
Cc1ccc(C2NC(=O)c3c(sc(C)c3C)N2)c(O)c1 (stereo unspecified),-10,-4,5,-4,0,-1,0.42,-3,-12
O=C(c1ccc2c(c1)OCO2)N1CCc2ccccc2C1,-11,1,37,-8,/,-59,0.86,20,5
Cc1csc(SCCn2c(N3CCN(c4ccccc4)CC3)nc3c2c(=O)[nH]c(=O)n3C)n1,-25,1,-20,-12,-11,-28,0.43,-11,-3

# (next part)
SMILES,HUVEC tox TNFa,VCAM1 TNFa inh,PLK1 PBD inh,PLK1 kinase inh,sEH inhibitor,F-actin modifier,DAT uptake mod,IL1B cytotox,E coli WT exp
Cn1c(=O)c2c(ncn2Cc2ccc(Cl)c(Cl)c2)n(C)c1=O,-9,-2,3,20,2,-10,0.18,16,-2
O=C(O)CCN1C(=O)c2ccncc2C1=O,-14,-5,-16,-10,8,28,0.52,-28,-1
Cc1cccc(NC(=O)c2ccoc2C)n1,-3,3,0,-13,-14,3,-0.15,-11,0
Cc1cc(C)cc(OCC(=O)Nc2nonc2NC(=O)COc2cc(C)cc(C)c2)c1,76,78*,-2,3,8,-32,-0.22,7,-1
CCc1c(C)nc2ccc(Br)cc2c1Cl,0,-1,-9,-5,22,-3,0.26,-3,10
COc1ccc(CNCCCO)cc1OC,-15,-2,-6,-8,1,-2,-0.52,0,/
Cc1ccc(C=Nc2ccc(N(C)C)cc2)o1,-15,1,17,6,-13,14,0.12,4,13
CC(C)NC(=O)CN1CCC(O)(c2ccccc2)CC1,-21,7,-19,-4,-4,-1,0.052,21,1
COc1ccc(-c2c3c(nc4sc5c(=O)[nH]c(C)nc5c24)CCC3)cc1,-15,-6,9,-12,6,16,-0.96,10,-10
COCC(=O)N(C)C1(c2nnnn2CCOC(=O)Nc2cccc3ccccc23)CCCC1,-3,21,-11,-9,2,-8,0.38,28,1

# A draw from above in order of formula weight, ascending:
SMILES,HUVEC tox TNFa,VCAM1 TNFa inh,PLK1 PBD inh,PLK1 kinase inh,sEH inhibitor,F-actin modifier,DAT uptake mod,IL1B cytotox,E coli WT exp
COc1ccc(CNCCCO)cc1OC,-15,-2,-6,-8,1,-2,-0.52,0,/
Cc1ccc(C=Nc2ccc(N(C)C)cc2)o1,-15,1,17,6,-13,14,0.12,4,13
CCc1c(C)nc2ccc(Br)cc2c1Cl,0,-1,-9,-5,22,-3,0.26,-3,10
Cn1c(=O)c2c(ncn2Cc2ccc(Cl)c(Cl)c2)n(C)c1=O,-9,-2,3,20,2,-10,0.18,16,-2
COc1ccc(-c2c3c(nc4sc5c(=O)[nH]c(C)nc5c24)CCC3)cc1,-15,-6,9,-12,6,16,-0.96,10,-10
COCC(=O)N(C)C1(c2nnnn2CCOC(=O)Nc2cccc3ccccc23)CCCC1,-3,21,-11,-9,2,-8,0.38,28,1

# New compounds follow
SMILES,HUVEC tox TNFa,VCAM1 TNFa inh,PLK1 PBD inh,PLK1 kinase inh,sEH inhibitor,F-actin modifier,DAT uptake mod,IL1B cytotox,E coli WT exp
O=C(CN(Cc1cccs1)C(=O)c1csnn1)NC1CCCC1,-11,-4,21,-10,2,-3,-0.44,-9,/
CC1CCCCC1NC(=O)C1CCCN1S(=O)(=O)c1cccc2nsnc12 (stereo unspecified),12,8,6,-16,-1,0,0.88,-16,5
Cc1cc(C)n(CCCNC(=O)c2ccc3c(c2)NC(=O)CS3)n1,-33,13,-3,-5,12,-2,-0.46,-11,-1
COCc1[nH]nc2c1C(C1C=CCCC1)C(C#N)=C(N)O2 (stereo unspecified),-16,14,25,39,12,-2,0.026,-12,11
CCOC(=O)N1CCN(C(=O)c2cccc(OC)c2OC)CC1,-16,7,13,-5,-13,-5,-0.98,12,-3
COc1ccc(OC)c(C(=O)CSc2nnc(Cc3cccs3)n2C)c1,/,/,14,3,15,/,-1.5,-9,10
O=C(Cc1ccc(-n2cccc2)cc1)NCc1cccs1,22,31,11,-4,21,-6,-0.37,5,-5
NC(=O)C1CCN(C(=O)c2ccc(-c3ccccc3)cc2)CC1,15,12,7,11,-7,12,0.32,21,0
CCOC(=O)C(NS(=O)(=O)c1ccccc1)(C(F)(F)F)P(=O)(OCC(C)C)OCC(C)C (stereo unspecified),-10,24,-5,-1,-20,4,0.73,-7,9
O=C(O)CSCC(=O)Nc1cccc2ccccc12,-29,10,-1,-2,-4,/,-0.29,-102,-3
CCn1c(SCC(=O)NCCOC)nc2sc(C)c(C)c2c1=O,0,3,11,-8,/,-5,0.0049,-12,-4
COCCN1C(=O)c2ccccc2C(C(=O)NCC2CCCO2)C1c1c[nH]c2ccccc12 (stereo unspecified),-32,-13,14,-14,11,0,-0.5,-31,-2
Cn1c(CNS(=O)(=O)c2ccc(F)cc2)n[nH]c1=S,-12,-8,-14,-13,-1,4,-0.66,0,0
COc1cc(NC(=O)C23CC4CC(C2)CC(n2nnc(C)n2)(C4)C3)c(OC)cc1Cl,-13,10,3,7,2,-8,-0.68,-14,-6
CSc1nnnn1CCn1nnnc1SC,-18,-33,-24,-10,24,17,-0.32,-20,0
O=[N+]([O-])c1cccnc1N1CCCCC1,-14,14,-24,-11,5,17,-0.24,-33,5
COCCNC(=O)C1CC(c2ccccc2[N+](=O)[O-])=NO1 (stereo unspecified),-15,-27,20,-13,-19,-3,-0.0079,-89,1
O=C(NCCOC(=O)c1ccc(C(=O)OCCNC(=O)c2cccnc2)s1)c1cccnc1,-7,-10,-6,-2,6,-12,-0.83,-8,3
